# RXFP1 antag – antagonists of human relaxin receptor RXFP1 | Q9HBX9 | activity change, negative = inhibition, % at 57.5 µM | 0.59% of 350,000 active | HEK293-RXFP1, relaxin-stimulated cAMP HTRF, 30 min; active compounds read low;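 active = activity change of -60% or lower, but not beyond a set lower limit; inconclusive = change between -60% and -40%, or beyond the set limit; inactive = change above -40%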; note: % is set by controls: 0 for no effect and ±100 for the full control effect
# APE1 inh – APE1 (human) endonuclease inhibition. P27695. recombinant APE1, TAMRA/BHQ-2 abasic DNA cleavage fluorescence. Potency, µM (doses to about 65.8 µM), without a hit: top-dose activity change, negative = inhibition, most hits filed as inhibitors. 0.35% of 350,000 active. AID 2517;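 note: potency is the fitted concentration of half-maximal effect; plate controls were vehicle for no effect and reference inhibitor for full effect; nearly all actives have a fitted effect of over 55% in size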
#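 Endonuclease cleavage of a quenched abasic-site DNA duplex (50 nM) by APE1 (0.75 nM) was tracked by TAMRA dequenching. Compounds were preincubated with enzyme 15 min at room temperature; data normalized to buffer-only and DMSO wells plus NSC13755 control.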
# Anesthetic bind – binds horse apoferritin like a general anesthetic | apoferritin/1-aminoanthracene competitive binding, fluorescence | P02791 | 0.074% of 350,000 active | Potency, µM (series often up to 77.5 µM), for inactives: at the top dose activity change, negative = displacement, actives largely listed as inhibitors | AID 485281; note: potency is the fitted concentration of half-maximal effect; % is set by controls: 0 for no effect and ±100 for the full control effect; nearly all actives have a fitted effect of over 20% in size
#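 Concentration-response curves derived by four-parameter Hill fitting of normalized fluorescence, where compounds displaced 1-AMA from 10 uM horse apoferritin following a brief 10 min room-temperature incubation; propofol titration acted as positive control.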
# POLH inh – DNA polymerase eta (human) inhibition; recombinant Pol eta, fluorescent DNA replication assay; Potency, µM (top dose mostly 114 µM), for the others: at the top dose activity change, negative = inhibition, usual class: inhibitors; 1.2% of 390,000 active; note: potency is the fitted concentration of half-maximal effect; % is set by controls: 0 for no effect and ±100 for the full control effect
#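 Pol eta (10 nM) was preincubated with compounds for 15 min at room temperature, after which fluorescent replication substrate (50 nM final) was added to start the reaction. Fluorescence was read kinetically at 0 and 10 min.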
# Pol beta inh – blocks human DNA polymerase beta activity; Potency, µM (series often up to 114 µM), without a hit: at the top dose activity change, negative = inhibition, usual class: inhibitors; Pol beta primer extension/strand displacement, fluorescence kinetic; P06746; 1.3% of 340,000 active; note: potency is the fitted concentration of half-maximal effect; % is set by controls: 0 for no effect and ±100 for the full control effect
#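 10 nM enzyme + cpd, 15 min RT; start with substrate 50 nM final; read 0 min and after 10 min RT. Corrected, normalized data; 4-parameter Hill curve fit.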
# PGK inhibitor – blocks T. brucei phosphoglycerate kinase. 0.043% of 380,000 active. P07378. PGK/GAPDH coupled, Kinase-Glo luminescence, 60 min. Potency, µM (series often up to 57.5 µM), inactives show at the highest dose activity change, negative = inhibition, hits mostly inhibitors; note: potency is the fitted concentration of half-maximal effect; % is set by controls: 0 for no effect and ±100 for the full control effect; nearly all actives have a fitted effect of over 60% in size
#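 Recombinant glycosomal PGK reaction used 1,3-bisphosphoglycerate generated in-well by GAPDH (100nM final) in 100mM TEA pH 7.6, 5mM MgCl2, 0.01% Tween-20. After 60 minutes at room temperature, ATP was read by Kinase-Glo Plus luminescence end-point.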
# BLM inh – blocks DNA unwinding by human BLM helicase. P54132. recombinant BLM DNA unwinding, fluorescence dequenching. Potency, µM (highest dose often 56.1 µM), for inactives: at the top dose activity change, negative = inhibition, usual class: inhibitors. 0.2% of 350,000 active;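 note: potency is the fitted concentration of half-maximal effect; plate controls were vehicle for no effect and no enzyme for full effect; nearly all actives have a fitted effect of over 35% in size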
# Target sequence (P54132 whole entry, looked up): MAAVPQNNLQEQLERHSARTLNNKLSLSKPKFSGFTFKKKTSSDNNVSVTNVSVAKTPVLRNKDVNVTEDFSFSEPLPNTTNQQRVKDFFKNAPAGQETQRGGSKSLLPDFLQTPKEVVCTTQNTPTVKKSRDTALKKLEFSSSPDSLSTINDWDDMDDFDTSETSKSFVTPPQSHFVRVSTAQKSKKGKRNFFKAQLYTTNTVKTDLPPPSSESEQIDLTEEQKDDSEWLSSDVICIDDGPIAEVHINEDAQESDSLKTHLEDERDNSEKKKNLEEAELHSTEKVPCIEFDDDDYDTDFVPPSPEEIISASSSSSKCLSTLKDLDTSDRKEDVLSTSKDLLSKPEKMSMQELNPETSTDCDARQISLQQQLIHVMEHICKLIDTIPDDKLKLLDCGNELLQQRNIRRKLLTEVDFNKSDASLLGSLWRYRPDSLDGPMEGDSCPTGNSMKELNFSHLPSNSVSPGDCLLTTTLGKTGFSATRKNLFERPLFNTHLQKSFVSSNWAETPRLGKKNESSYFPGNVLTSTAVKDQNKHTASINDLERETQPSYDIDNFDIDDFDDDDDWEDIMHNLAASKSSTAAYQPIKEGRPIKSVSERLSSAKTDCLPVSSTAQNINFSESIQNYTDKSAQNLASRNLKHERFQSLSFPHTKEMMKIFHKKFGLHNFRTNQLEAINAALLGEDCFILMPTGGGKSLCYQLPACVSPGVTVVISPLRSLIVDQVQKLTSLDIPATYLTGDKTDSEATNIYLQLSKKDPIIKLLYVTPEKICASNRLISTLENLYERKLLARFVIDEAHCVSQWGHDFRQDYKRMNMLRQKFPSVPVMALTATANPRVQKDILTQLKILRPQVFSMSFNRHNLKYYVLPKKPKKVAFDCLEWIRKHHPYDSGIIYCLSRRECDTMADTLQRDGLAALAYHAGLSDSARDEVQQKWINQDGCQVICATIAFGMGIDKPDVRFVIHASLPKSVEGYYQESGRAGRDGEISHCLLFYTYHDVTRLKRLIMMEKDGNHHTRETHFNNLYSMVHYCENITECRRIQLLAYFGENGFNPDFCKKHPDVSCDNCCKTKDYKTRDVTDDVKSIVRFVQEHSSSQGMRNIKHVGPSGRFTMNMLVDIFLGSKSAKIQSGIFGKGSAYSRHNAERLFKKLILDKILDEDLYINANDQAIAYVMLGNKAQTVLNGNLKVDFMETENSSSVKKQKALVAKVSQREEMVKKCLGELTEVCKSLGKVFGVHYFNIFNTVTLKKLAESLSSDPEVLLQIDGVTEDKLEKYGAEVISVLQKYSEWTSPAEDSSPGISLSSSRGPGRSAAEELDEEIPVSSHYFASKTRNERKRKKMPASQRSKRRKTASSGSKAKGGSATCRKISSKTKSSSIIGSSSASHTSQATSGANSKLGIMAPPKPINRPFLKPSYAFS
# POLI inh – inhibitors of human DNA polymerase iota. Q9UNA4. Pol iota fluorescent replication assay, 10 min. Potency, µM (highest dose often 115 µM), inactives show at the highest dose activity, negative = inhibition, actives largely listed as inhibitors. 1% of 390,000 active; note: potency is the fitted concentration of half-maximal effect
#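 Fluorescent replication assay read twice, at 0 min and 10 min after adding 50 nM (final) substrate. Enzyme (10 nM) and compounds were first incubated 15 min at room temperature; enzyme-free buffer wells were negative controls.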
# POLK inh – DNA polymerase kappa (human) inhibition; Q9UBT6; purified Pol kappa, fluorescent DNA synthesis assay, 10 min; Potency, µM (top dose mostly 107 µM), for the others: at the highest dose activity, negative = inhibition, hits mostly inhibitors; 0.53% of 400,000 active; AID 588579; note: potency is the fitted concentration of half-maximal effect; % is set by controls: 0 for no effect and ±100 for the full control effect
#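 50 nM final substrate added after 15 min RT preincubation of 10 nM Pol kappa with compound; fluorescence read at 0 and 10 min.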
# Starred values were filed as active, the others as inactive; i = inactive; ? = inconclusive; / = not tested or not shown; [ ] = another dose, or the depositor's remark. Unless noted, calls come from the whole dose curve; as a rule, active = well fitted curve in the direction sought with a large enough effect; inconclusive = small, poorly fitted or top-dose-only effect, or another doubt; inactive = no such curve, though single readings can be large; an effect the other way counts as inactive or inconclusive. Some of the compounds tested. The share of hits here may be higher or lower than overall.
1. C=CCNC(=S)Nc1sc2c(c1C(=O)OCC)CC(C)(CC)OC2 (stereo not given)
2. Cc1cc(C)c(NC(=O)Nc2ccccc2C)c(Cl)c1
3. O=C(NCC1CCN(Cc2ccc(F)cc2)CC1)C1CCCN(c2ncnc3c2nc2n3CCCCC2)C1 (stereo not given)
4. CCC1(C)COC2(OC1)C(=O)Nc1ccccc12 (stereo not given)
5. O=C(CCCNC(=O)/C(=C\c1ccccc1F)NC(=O)c1ccccc1)OCc1ccccc1
6. COc1ccc(C2c3ccc4ccccc4c3Oc3ncn4nc(Cc5ccccc5)nc4c32)cc1OC (stereo not given)
screen / no.,1,2,3,4,5,6
RXFP1 antag,-36,4,-3,-13,-19,10
APE1 inh,1%,16%,34%,0%,2%,6%
Anesthetic bind,-16%,1%,-11%,-12%,-20%,-1%
POLH inh,-26%,-9%,-17%,5%,-7%,-19%
Pol beta inh,13%,18%,21%,?,11%,3%
PGK inhibitor,-1%,-4%,i,-16%,i,-9%
BLM inh,2%,-2%,-9%,-1%,-4%,-3%
POLI inh,118%[activator],7%,32%,2%,41%[activator],6%
POLK inh,-2%,-9%,19%,-14%,-1%,-16%

7. CN(C)c1ccc(/C=C2/C(=O)N(c3ccc([N+](=O)[O-])cc3)N=C2N2CCOCC2)cc1
8. COc1ccccc1NC(=O)CSc1ccc2nnc(-c3ccc(C)cc3)n2n1
9. O=C(NC1CCCCCCC1)c1ccc(Br)cc1
10. COc1cccc(NC2=C(Cl)C(=O)OC2OC(=O)c2ccco2)c1 (stereo not given)
11. CCOc1ccc(NC(=O)Cn2cc(C(=O)c3ccc(F)cc3)c(=O)c3cc4c(cc32)OCCO4)cc1
12. CCOc1ccccc1NC(=O)COC(=O)CSc1ccc(Cl)cc1
screen / no.,7,8,9,10,11,12
RXFP1 antag,/,/,-16,3,/,-6
APE1 inh,-6%,-6%,/,0%,/,6%
Anesthetic bind,-12%,-8%,/,-12%,-15%,-14%
POLH inh,/,-9%,1%,-11%,-4%,-11%
Pol beta inh,28%,19%,/,6%,4%,1%
PGK inhibitor,/,1%,1%,-2%,-10%,-6%
BLM inh,-15%,-1%,/,-6%,-5%,-7%
POLI inh,/,-16%,19%,-29%,-8%,80%[activator]
POLK inh,/,-2%,-7%,-18%,-19%,-13%

# A few values from the results shown.
# Anesthetic bind result of entry 8 reads -8%
# Pol beta inh result of entry 12 reads 1%

# The list continues:
13. NC(=O)CC(NC(=O)c1cccc(Br)c1)c1ccc(N2CCC(N3CCCCC3)CC2)c([N+](=O)[O-])c1 (stereo not given)
14. NC(=O)C1CCCN1C(=O)C(Cc1cnc[nH]1)NC(=O)C1CCC(=O)N1 (stereo not given)
15. COc1ccc(-c2[nH]ncc2-c2cnc(C)s2)c(O)c1
16. CN(C)CCCn1c(SCC(=O)Nc2nccs2)nnc1-c1ccncc1
17. C/C(N)=C(/C#N)C(=O)COC(=O)C1CSC2(c3ccc(F)cc3)CCC(=O)N12 (stereo not given)
18. Cc1ccccc1NC(=O)C1CCCN1S(=O)(=O)c1ccc2c(c1)n(C)c(=O)c(=O)n2C (stereo not given)
screen / no.,13,14,15,16,17,18
RXFP1 antag,/,/,-2,-29,-14,/
APE1 inh,2%,-4%,-1%,-9%,-1%,-1%
Anesthetic bind,-14%,2%,-11%,0%,-12%,-7%
POLH inh,-13%,/,1%,0%,-13%,-10%
Pol beta inh,3%,/,-1%,51%,8%,-7%
PGK inhibitor,-5%,/,2%[11.5 µM],7%,i,i
BLM inh,-3%,-3%,0%,2%,-4%,0%
POLI inh,17%,/,21%,-22%,-9%,-6%
POLK inh,6%,12%[60.1 µM],-1%,-15%,-3%,-12%

19. CC1(C)CC(NC(=O)Cc2ccccc2[N+](=O)[O-])CC(C)(C)N1
20. Cc1nn(C)c(C)c1NC(=O)CSc1nc(Cc2ccccc2)nc2c1cnn2-c1ccccc1
21. CCOCC(=O)Nc1cc(C(=O)NCCC(C)C)ccc1Cl
22. O=C(CSc1nnnn1C1CCCCC1)N1CCCC1
23. CCN(CC)C(=O)c1ccccc1NC(=O)c1ccccc1
24. COC(=O)c1ccccc1NC(=O)c1cc2c(s1)-c1ccccc1OC2
screen / no.,19,20,21,22,23,24
RXFP1 antag,16,0,/,4,5,3
APE1 inh,1%,/,5%,6%,-1%,/
Anesthetic bind,-1%,/,-5%,-11%,-3%,41%[activator]
POLH inh,-9%,-9%,/,-7%,-11%,-6%
Pol beta inh,-12%,/,6%,4%,15%,7%
PGK inhibitor,-4%,/,/,0%,-3%,i
BLM inh,-2%,/,-3%,-4%,1%,-3%
POLI inh,0%,33%[activator],/,9%,-14%,6%
POLK inh,-9%,-4%,/,3%,4%,1%

# 3 structures out of the list, sorted by number of heavy atoms, lowest first:
22. O=C(CSc1nnnn1C1CCCCC1)N1CCCC1
24. COC(=O)c1ccccc1NC(=O)c1cc2c(s1)-c1ccccc1OC2
20. Cc1nn(C)c(C)c1NC(=O)CSc1nc(Cc2ccccc2)nc2c1cnn2-c1ccccc1
screen / no.,22,24,20
RXFP1 antag,4,3,0
APE1 inh,6%,/,/
Anesthetic bind,-11%,41%[activator],/
POLH inh,-7%,-6%,-9%
Pol beta inh,4%,7%,/
PGK inhibitor,0%,i,/
BLM inh,-4%,-3%,/
POLI inh,9%,6%,33%[activator]
POLK inh,3%,1%,-4%

# The main list resumes with the three entries that preceded the break.
22. O=C(CSc1nnnn1C1CCCCC1)N1CCCC1
23. CCN(CC)C(=O)c1ccccc1NC(=O)c1ccccc1
24. COC(=O)c1ccccc1NC(=O)c1cc2c(s1)-c1ccccc1OC2
25. O=C(NCC(=O)N1CCCCC1)c1ccc2ccccc2c1
26. O=C(c1cccc2ccccc12)C1CCCN(C(=O)CCCn2cncn2)C1 (stereo not given)
27. CCOC(=O)c1cccc(NC(=O)CSc2nnnn2C)c1
28. CCc1nc(C)ccc1OC(=O)C12CC3CC(CC(C3)C1)C2
29. Cc1ccc(NS(=O)(=O)c2cc([N+](=O)[O-])ccc2NNC(=S)Nc2cc(C)ccc2C)c(C)c1
30. CC1CC(C)CN(C(=O)CCS(=O)(=O)c2ccc3c(c2)NC(=O)CS3)C1 (stereo not given)
screen / no.,22,23,24,25,26,27,28,29,30
RXFP1 antag,4,5,3,1,16,-9,-17,/,-4
APE1 inh,6%,-1%,/,27%,2%,-4%,5%,21%,-12%
Anesthetic bind,-11%,-3%,41%[activator],-7%,-11%,-15%,?,-21%,-12%
POLH inh,-7%,-11%,-6%,4%,-14%,5%,-11%,-10%,-9%
Pol beta inh,4%,15%,7%,-1%,-9%,5%,-27%,2%,-40%
PGK inhibitor,0%,-3%,i,5%,i,-1%,-1%,-13%,1%
BLM inh,-4%,1%,-3%,-1%,0%,-3%,-6%,-13%,1%
POLI inh,9%,-14%,6%,18%,2%,17%,-1%,3%,0%
POLK inh,3%,4%,1%,-16%,4%,-14%,0%,0%,8%

31. CCC(C(=O)NC(C)(C)C)N(Cc1ccccc1Cl)C(=O)c1snc(C(N)=O)c1N (stereo not given)
32. OCCN1CCN(C(=S)Nc2ccccc2)CC1
33. O=S(=O)(c1ccccc1)N1N=C(c2ccc(Br)cc2)CC1c1ccco1 (stereo not given)
34. CCCC1CC(C)(C(=O)Cn2[nH]c(=O)ccc2=O)OC1=O (stereo not given)
35. CC(=O)Oc1ccc(C(=O)Nc2cccc(C(=O)Nc3ccccc3C(=O)O)c2)cc1
36. CN(C)C(=O)OCc1c(-c2ccccc2)ncc2ccccc12
screen / no.,31,32,33,34,35,36
RXFP1 antag,4,-11,-14,1,-7,/
APE1 inh,-6%,11%,12%,-1%,10%,-1%
Anesthetic bind,-15%,0%,2%,1%,5%,/
POLH inh,-30%,-5%,-3%,-6%,9%,-7%
Pol beta inh,5%,-1%,21%,1%,4%,/
PGK inhibitor,-4%,-5%,-1%,i,-11%,3%
BLM inh,0%,-2%,-7%,-2%,-4%,/
POLI inh,15%,165%[activator],-12%,-11%,-8%,-2%
POLK inh,-25%,6%,-10%,-8%,-7%,0%

37. COc1ccc(OC)c(S(=O)(=O)NCc2cn3cccc(C)c3n2)c1
38. CS(=O)(=O)N(CC(=O)NCc1ccc2c(c1)OCO2)c1cccc(Cl)c1
39. CCc1nc2ccc(C(=O)NCCc3ccco3)cc2nc1CC
40. C=CCNC(=O)c1ccc(N(C)S(=O)(=O)c2ccc(OC)cc2)cc1
41. CCCSc1oc(-c2cccs2)nc1S(=O)(=O)c1ccc(Cl)cc1
42. O=C(Oc1cccc2c(OC(=O)N3CCCC3)cccc12)N1CCCC1
screen / no.,37,38,39,40,41,42
RXFP1 antag,12,8,9,12,-26,-12
APE1 inh,-5%,-2%,-5%,6%,/,6%
Anesthetic bind,4%,-7%,-11%,-9%,2%,-10%
POLH inh,-2%,-21%,-7%,-5%,-16%,-6%
Pol beta inh,24%,5%,-3%,11%,7%,6%
PGK inhibitor,-10%,2%,-3%,-5%,3%,-10%
BLM inh,-8%,-2%,0%,-8%,-8%,-2%
POLI inh,10%,71%[activator],-20%,29%,-10%,2%
POLK inh,-3%[60.1 µM],-2%,-1%,-1%,-7%,1%

43. Cc1ccc(C(C(=O)NC2CCCC2)N2CCCC(C)C2)cc1 (stereo not given)
44. CC(C)c1ccc2nc3sc(C(=O)N4CCc5ccccc5C4)c(N)c3cc2c1
45. COc1ccc(O)c(C(=O)c2coc(=N)c(C(=O)Nc3ccc(SC(F)F)cc3)c2)c1
46. COC(=O)c1c(NC(=O)CS(=O)(=O)c2ccc(C)cc2)sc2c1CCCCC2
screen / no.,43,44,45,46
RXFP1 antag,/,11,-2,6
APE1 inh,1%,13%,?,/
Anesthetic bind,-7%,-23%,-22%,-3%
POLH inh,-9%,-3%,-23%,-11%
Pol beta inh,17%,1%,0%,0%
PGK inhibitor,-10%,-2%,i,10%
BLM inh,0%,-17%,-6%,-4%
POLI inh,24%,-24%,61%[activator],-3%
POLK inh,-3%,-4%,3%,-12%[60.1 µM]
